HTR5A ag ctr: HTR5A agonists in luminescence cell assay, primary screen, counter-screen for OPRM1-OPRD1 heterodimer agonist project, full-deck HTS; actives 0.61% (n = 340,000); activation, % at 9.3 µM; AID 504692, 2011; 5-hydroxytryptamine receptor 5A (Homo sapiens), P47898; cell-based; in the data active = activation mostly above about 9.5%, no sharp cut-off; inactive = mostly below about 7.6%;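 also: 0% = cells with vehicle only and 100% = reference agonist; strong numbers were not always called active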
AddAB inh: growth inhibition of E. coli expressing H. pylori AddAB, primary screen, AddAB inhibitor project, absorbance. inhibition, % at 11.9 µM. actives 0.29% (n = 330,000). AID 435030, 2010; in the data active = inhibition above about 12%;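 also: 0% = vehicle wells of infected cells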
phage Ecoli inh: growth loss of phage-infected E. coli, primary screen, RecBCD inhibitor project, absorbance, with phage, HTS; inhibition, % at 11.9 µM; actives 0.26% (n = 360,000); AID 651602, 2012; in the data active = inhibition above about 11%
Tat export inh: E. coli Tat export inhibitors, primary screen, MC4100, TorA-mCherry reporter, fluorescence, single point; inhibition, % at 10 µM; actives 0.036% (n = 340,000); AID 488895, 2010;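 active = mean replicate inhibition at least 50% and at least half of replicates individually reaching 50%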;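 also: exported cargo escapes ClpAP degradation while cytoplasmic cargo is degraded and loses fluorescence; 0% = median of neutral control wells and 100% = median of NaSCN control wells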
PKA-R2B activ: activators of PKA-R2B holoenzyme, primary screen, biochemical, fluorescence polarization, Cy5-IP20, human; PKA-R2B holoenzyme dissociation; R2B truncated from residue 108, S112A mutant; 0% DMSO only, 100% 113 µM cGMP; activation, % at 11.4 µM; actives 0.079% (n = 340,000);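 active = activation above a cutoff set at the mean over all compounds plus 3 SD, cut at about 18% in these data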;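 also: higher means more holoenzyme dissociation and a rise in polarization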
Target sequence (P31323 whole entry, looked up, other chains not shown, the tested form may be a part): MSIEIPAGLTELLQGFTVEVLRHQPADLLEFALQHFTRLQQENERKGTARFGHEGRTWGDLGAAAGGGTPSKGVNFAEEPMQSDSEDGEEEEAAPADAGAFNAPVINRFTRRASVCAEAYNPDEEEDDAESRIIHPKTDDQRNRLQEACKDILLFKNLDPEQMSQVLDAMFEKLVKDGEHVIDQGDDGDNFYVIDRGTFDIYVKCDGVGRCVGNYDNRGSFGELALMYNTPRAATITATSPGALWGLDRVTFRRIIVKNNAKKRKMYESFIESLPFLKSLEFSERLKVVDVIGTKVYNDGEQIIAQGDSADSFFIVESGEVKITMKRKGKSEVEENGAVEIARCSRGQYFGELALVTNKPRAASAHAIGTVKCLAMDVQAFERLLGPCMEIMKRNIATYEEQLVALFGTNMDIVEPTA
DAGLB inh: DAGLB lipase inhibitors, primary screen, biochemical, fluorescence, HTS | Diacylglycerol lipase-beta (Homo sapiens), Q8NCG7 | HEK293T DAGLB membrane lysate, EnzChek fluorogenic substrate | inhibition, % at 5.17 µM | actives 0.059% (n = 340,000) | AID 504411, 2011; in the data active = inhibition above about 34%;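 also: 0% = enzyme with vehicle and 100% = wells lacking enzyme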
Target sequence (Q8NCG7 whole entry, looked up): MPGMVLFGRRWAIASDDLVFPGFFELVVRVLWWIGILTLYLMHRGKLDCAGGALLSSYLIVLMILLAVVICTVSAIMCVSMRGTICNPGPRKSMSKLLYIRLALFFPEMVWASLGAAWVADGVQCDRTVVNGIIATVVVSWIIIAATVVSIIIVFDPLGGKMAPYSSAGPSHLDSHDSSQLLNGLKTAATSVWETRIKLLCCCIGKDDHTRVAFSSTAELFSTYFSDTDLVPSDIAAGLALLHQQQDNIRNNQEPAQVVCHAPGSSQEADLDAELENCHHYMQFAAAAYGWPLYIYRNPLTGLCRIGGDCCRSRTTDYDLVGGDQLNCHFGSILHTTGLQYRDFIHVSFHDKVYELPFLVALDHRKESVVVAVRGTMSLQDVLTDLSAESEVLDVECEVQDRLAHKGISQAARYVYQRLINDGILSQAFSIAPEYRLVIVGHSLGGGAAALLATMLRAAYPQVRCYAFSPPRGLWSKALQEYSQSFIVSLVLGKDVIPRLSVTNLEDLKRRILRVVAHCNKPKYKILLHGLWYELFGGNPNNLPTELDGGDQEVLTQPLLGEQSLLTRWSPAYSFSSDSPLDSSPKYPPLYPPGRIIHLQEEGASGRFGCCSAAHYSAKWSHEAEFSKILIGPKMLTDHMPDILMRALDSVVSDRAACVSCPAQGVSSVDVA
SUMO Mot1 rescue: yeast Mot1-301 growth rescue at high temperature, primary screen, SUMOylation pathway inhibitor project, S. cerevisiae, ATP luminescence, 38.5C; actives 1% (n = 320,000); S. cerevisiae Mot1-301 growth rescue; percent above DMSO median, 100 means doubled; growth rescue, % at 18.8 µM;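 active = every valid replicate shows activation above 250% relative to neutral control wells; inactive = the rest, any valid replicate at or below 250%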;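 also: OY570 slx delta 5 strain wells were the positive control but not used for scaling; some compounds called inactive have numbers as strong as hits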
PKA-R1A activ: activators of PKA-R1A holoenzyme, primary screen, biochemical, fluorescence polarization, Cy5-IP20, bovine R1A, mouse PKAc | cAMP-dependent protein kinase type I-alpha regulatory subunit (Bos taurus) + … | PKA-R1A dissociation; scaled: DMSO 0%, 113 µM cGMP 100% | actives 0.083% (n = 340,000) | activation, % at 11.4 µM;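 active = percent activation above the mean of all tested compounds plus 3 SD, cut at about 19% in these data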;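 also: higher means more PKAc released from R1A so a rise in polarization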
HTR5A inv ctr: HTR5A inverse agonists in luminescence cell assay, primary screen, counter-screen for OPRM1-OPRD1 heterodimer inverse agonist project, full-deck HTS; inhibition, % at 9.3 µM; actives 0.083% (n = 340,000); HTR5A cell line, inverse agonism; AID 504634, 2011; 5-hydroxytryptamine receptor 5A (Homo sapiens), P47898; in the data active = inhibition mostly above about 23%, no sharp cut-off; inactive = mostly below about 18%;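 also: 0% = cells with DMSO and 100% = no-cell wells with DMSO; some compounds called inactive have numbers as strong as hits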
CDK5 p35 inh: inhibitors of human CDK5/p35 kinase, primary screen, biochemical, single concentration | Cyclin-dependent kinase 5 (Homo sapiens) + Cyclin-dependent kinase 5 activator 1 (Homo … | Recombinant CDK5/p35, ADP-Glo luminescence, 60 min | inhibition, % at 10 µM | actives 0.01% (n = 330,000);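 active = highest replicate inhibition of at least 50% and at least 75% of replicates reaching 50%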;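 also: plate controls were DMSO neutral control for no effect and GW8510 at 10 µM for full effect; many of its hits are not listed in these tables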
Ecoli viability: E. coli V3065 growth inhibition, primary screen, counter-screen for AddAB inhibitor project, absorbance, OD600. inhibition, % at 11.9 µM. actives 0.27% (n = 330,000). 18 h. AID 449728, 2010;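 active = inhibition above the campaign's mean inhibition across all tested compounds plus 3 SD, cut at about 9.9% in these data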;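 also: uninfected addAB+ strain grown without phage in ampicillin broth; 0% = DMSO wells and 100% = ciprofloxacin 0.95 µg/ml wells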
* hit, by the source's call; nt = not tested or not shown. Hits appear at their usual frequency; about 2.3% have a hit in one of these screens.

SMILES	HTR5A ag ctr	AddAB inh	phage Ecoli inh	Tat export inh	PKA-R2B activ	DAGLB inh	SUMO Mot1 rescue	PKA-R1A activ	HTR5A inv ctr	CDK5 p35 inh	Ecoli viability
Cc1ccc(/C=C/C(=O)NCCCN2CCN(CCCNC(=O)/C=C/c3ccc(C)o3)CC2)o1	0	4.3	1.2	7	-4	-1	7	2	-59	-1.6	0.9
CCCCc1nc(SCC(=O)N2CCOCC2)c2c(=O)n(C)c(=O)n(C)c2n1	4	1.3	-0.9	-3	12	-1	3	-2	0	2.4	-4.6
CCc1ccccc1NC(=O)CSc1nc2n[nH]c(C)c2c(=N)n1-c1ccc(OC)cc1	-6	nt	1.5	1	-10	3	nt	-14	14	0.3	nt
Cn1c(Cn2nnc3ccccc32)nnc1SCC(=O)N1c2ccccc2Sc2ccccc21	2	1.9	-0.8	2	-11	1	-19	3	-19	1.1	-1.3
COc1ccc(C)cc1NC(=O)CN1C(=O)C2CC=CCC2C1=O (stereo not drawn)	2	-2.0	1.3	-4	2	1	-4	2	-6	-0.7	0.7
CC(=O)c1cc(-c2ccccc2)n(CC(=O)NC2CCCCC2)c1C	2	0.7	3.7	-5	-2	-3	-18	0	-5	-1.2	-0.1
Cc1cccc(NC(=O)c2ccc(OCC(=O)NCc3ccccc3)cc2)c1C	1	-0.4	2.8	2	3	-3	4	-6	-2	0.8	-1.8
C#CC(CC)(CC)NC(=O)c1cc(S(=O)(=O)N2CCCCC2)ccc1N1CCOCC1	3	nt	-3.2	1	11	-6	nt	1	-8	1.8	nt
O=C1OCCN1c1ccccc1	5	nt	3.8	-4	0	1	nt	3	-20	-0.7	nt
CCCOc1ccc(N2C(=O)CC(N(Cc3ccco3)C(C)=O)C2=O)cc1 (stereo not drawn)	2	0.2	4.3	1	0	0	-23	-2	-5	-0.1	-0.4
O=C(CCS(=O)(=O)c1ccccc1)Nc1ncc([N+](=O)[O-])s1	-2	-1.7	-1.6	-7	4	0	20	0	5	2.0	-2.6
CCOc1cc(N2CCOCC2)c(OCC)cc1NC(C)C(=O)N1CCN(CC)CC1 (stereo not drawn)	8	nt	-3.3	-4	1	-1	nt	-10	-6	2.2	nt
CC(NC(=O)c1cc(S(=O)(=O)N(C)C)ccc1Cl)c1ccc(-n2ccnc2)cc1 (stereo not drawn)	2	2.8	2.5	1	-6	0	-5	-10	0	-0.7	0.2
CCOC(=O)[C@H]1[C@H]2COc3ccc(OC)cc3[C@@H]2N2C(=O)CN(Cc3ccc(F)cc3)C(=O)[C@@]12C	-3	-0.1	2.9	-12	-7	-4	-5	-1	16	1.4	-2.5
Cc1cnc(NC(=O)COc2ccccc2Cl)s1	0	-1.0	3.5	-6	-4	-5	-1	1	6	1.5	-0.4
O=C(NC1(C(F)(F)F)C(=O)Nc2c1c(=O)[nH]c(=O)n2Cc1ccccc1)c1ccc(Cl)cc1 (stereo not drawn)	3	1.2	2.6	-4	-6	2	-7	3	-8	-0.9	1.0
c1ccc(Cn2c(SCc3nc4ccccc4s3)nnc2-c2ccco2)cc1	0	0.9	1.7	-5	-9	3	11	8	0	0.5	0.1
Cc1ccc([N+](=O)[O-])cc1S(=O)(=O)N1CCNCC1	4	0.8	4.2	2	-9	-1	-9	-8	-11	0.6	-1.4
Cn1c(=O)c2cc3ccccc3nc2n(C)c1=O	-1	0.8	1.1	-4	4	0	11	2	2	-0.5	0.3
COc1ccc(NC(=O)Nc2sc(=S)n(C)c2C)cc1	-6	2.2	8.8	-2	-6	1	-14	1	14	0.5	3.1
O=C(O)C1CC=CCC1C(=O)Nc1ccc(F)c(F)c1 (stereo not drawn)	3	2.2	1.9	-9	2	-1	7	-9	-12	-0.1	0.3
CC1CCN(C(=O)COC(=O)Cc2ccc(Br)cc2)CC1	1	0.9	0.4	-6	-7	2	18	-11	-3	0.7	1.6
O=C(c1ccccc1)N1CCCCC(Cl)C1=O (stereo not drawn)	-3	1.2	3.5	3	-2	2	nt	-5	9	-0.6	-0.4
Cc1ccc(-n2c(C)cc3c2CCCC3=O)cc1	5	1.1	0.8	7	9	1	6	2	-12	0.6	0.6
CCCNC(=O)C12CCC(C)(c3nc4cc(C)c(C)cc4nc31)C2(C)C (stereo not drawn)	6	-1.0	-2.3	38	-5	-5	133	1	-21	-3.2	-0.2
CC(C)Cc1nnc(NC(=O)CCC(=O)N2CCOCC2)s1	2	0.1	2.5	5	-9	1	-12	-6	14	-1.4	0.2
Cc1cc(C(F)(F)F)nc(SCc2ccc(C(=O)O)o2)n1	0	4.3	2.8	-4	3	3	60	1	0	2.2	-2.9
COc1ccc(NS(=O)(=O)c2ccc3oc(=S)[nH]c3c2)cc1	-2	2.9	0.1	-2	-13	2	8	1	5	2.1	0.6
O=C(CN1C(=O)CCS(=O)(=O)c2ccccc21)Nc1ccc(Cl)cc1	-3	1.9	1.8	5	-9	0	2	-7	0	1.4	-1.3
COc1ccccc1NC(=O)C1=C(C)Nc2nc(-c3ccccc3)nn2C1c1ccccn1 (stereo not drawn)	-1	2.3	1.7	6	2	-1	-34	-3	-6	-0.4	-2.2
CCSc1nnc([C@H](C)NC(=O)OC(C)(C)C)o1	-1	1.1	2.9	-1	-13	0	-14	-3	8	-0.8	1.0
O=C(c1ccc2snnc2c1)N1CCCC1	-3	-0.2	2.6	4	1	2	2	3	8	0.7	1.4
CC(C)Cn1c(CNC(=O)c2ccccc2)nc2ccccc21	-2	4.1	-0.5	5	0	-4	-15	-5	5	-0.6	-0.6
CCCn1nnc(NC(=O)/C=C/c2ccc(C(C)C)cc2)n1	0	2.2	4.0	14	-11	0	1	2	0	1.2	-0.8
CCC1NC(=S)N(C2CCCCC2)C1=O (stereo not drawn)	4	-0.2	3.3	7	12	-3	12	1	-9	-2.0	0.8
CCOC(=O)c1cc(-c2ccc(/C=N\n3cnnc3)o2)ccc1Cl	-4	-0.9	1.3	2	-8	1	-6	2	11	0.6	-2.4
CC(C)NC(=O)Cn1c(SCC(=O)N2CCc3ccccc3C2)nc2ccccc21	nt	0.3	0.9	4	4	1	17	-7	nt	-0.9	-1.3
CN(C)CCCN(C(=O)/C=C/c1cccs1)c1nc2ccc(F)cc2s1	7	-0.1	3.8	10	1	-2	-15	-5	-20	-0.8	-2.8
Cc1cc(Cl)ccc1OCC(=O)Nc1ccc2oc(=O)ccc2c1	5	1.5	1.1	-12	-4	0	-13	-4	-15	-0.6	-2.8
CC(C)OP(=O)(Nc1cccc2ccccc12)OC(C)C	-2	-1.3	6.0	7	0	-1	3	-6	5	0.3	0.6
COc1ccc(-c2nc(-c3cccs3)c(-c3cccs3)[nH]2)cc1O	-3	1.1	1.0	8	-10	2	19	-4	7	1.4	1.6
CCOC(=O)c1c(C)[nH]c(C)c1C(=O)COC(=O)CSc1ccc(C)cc1	11	1.2	1.7	13	-9	-6	16	-13	-27	-1.4	-0.8
O=C(O)c1cccc(CN2C(=O)SC(Nc3ccccc3)C2=O)c1 (stereo not drawn)	-4	-0.4	0.9	6	-3	-3	101	8	-34	-2.1	-1.9
Cc1nn2c(NCCN3CCOCC3)c3c(nc2c1-c1ccccc1)CCCC3	4	-1.9	3.1	-1	5	2	-6	4	-1	2.0	-1.7
CCOc1cc(CN2CCN(CCOCCO)CC2)ccc1OC	1	2.5	0.1	4	5	2	-4	-12	-2	-4.0	-2.3
Cc1cc(NCc2ccc3c(c2)OCO3)n2nc(C)nc2n1	3	3.0	0.8	0	-9	0	10	-1	-9	-0.4	-0.9
Cc1ccc2c(c1)N(CC(=O)OCC(=O)NCc1ccccc1)C(=O)CO2	-5	4.1	1.8	-1	-8	-1	-11	0	1	-0.5	4.6
C#CCn1cc[n+](CC(=O)N(C)C)c1	-3	-0.2	-1.8	0	-17	0	10	-8	-15	-1.3	0.9
CC(=O)c1ccc(Nc2cc(C)nc3ccc(C)cc23)cc1	-3	4.4	4.3	-2	-3	0	23	6	-3	-0.2	2.0
O=C(NCc1ccccc1)/C(=C/c1cccc([N+](=O)[O-])c1)NC(=O)c1ccco1	-1	2.2	2.2	-1	-7	-3	-30	-13	3	-0.4	-1.9
(continued)
SMILES	HTR5A ag ctr	AddAB inh	phage Ecoli inh	Tat export inh	PKA-R2B activ	DAGLB inh	SUMO Mot1 rescue	PKA-R1A activ	HTR5A inv ctr	CDK5 p35 inh	Ecoli viability
COc1cc(/C=C/c2cc(C(=O)O)c3ccccc3n2)ccc1OC(F)F	0	-0.6	-3.7	-3	-6	0	25	-1	12	0.5	-0.6
CC1CCN(CC(=O)Nc2cccc(C(=O)Nc3cccc(C(F)(F)F)c3)c2)CC1	9	-0.8	6.7	-3	-7	-1	-14	0	-26	-2.6	-1.2
CC(NC(=O)COc1ccccc1Cl)c1ccccc1 (stereo not drawn)	1	2.1	0.2	3	1	3	-4	1	-3	0.2	0.8
O=C(CC1CCCCC1)Nc1ccccc1-c1ccccc1	-1	0.2	3.4	-4	4	-6	5	-2	1	0.9	-1.3
CCN(CC)S(=O)(=O)c1ccc(NC2c3ccccc3C(=O)N2Cc2ccco2)cc1 (stereo not drawn)	-2	-0.6	1.4	2	0	1	8	0	-13	-0.7	-2.5
CCN(CC)CCCOC(=O)C(c1ccccc1)c1ccccc1	4	4.4	2.1	-3	-15	-3	1	-9	4	-0.1	-3.3
Cc1ccc(C(=O)NC(=S)N(C)C2CCCCC2)cc1	0	-3.2	-1.8	-5	3	-1	16	-5	0	-1.0	-1.9
CCS(=O)(=O)c1ccc2oc(SCC(=O)Nc3ccc(OC)cc3)nc2c1	5	2.2	4.7	-2	-5	3	6	-4	-15	1.5	3.3
CC1CCCCC1N(C)C1CCN(C(=O)CNC(=O)/C=C/c2cccc(Cl)c2)CC1 (stereo not drawn)	-1	3.3	-1.2	-9	-16	0	-6	-10	17	0.3	-2.5
COc1ccc(NC(=S)NCc2ccc(Cl)cc2)c(OC)c1	2	-0.2	4.3	-4	-5	3	11	-9	26	-1.3	-1.2
COc1ccc(CCNC(=S)N2CCC(Cc3ccccc3)CC2)cc1OC	3	3.9	2.8	0	-13	1	14	-3	15	0.4	0.6

Record cards (already shown). Values in the order: HTR5A ag ctr | AddAB inh | phage Ecoli inh | Tat export inh | PKA-R2B activ | DAGLB inh | SUMO Mot1 rescue | PKA-R1A activ | HTR5A inv ctr | CDK5 p35 inh | Ecoli viability
O=C(c1ccc2snnc2c1)N1CCCC1 is listed as -3 | -0.2 | 2.6 | 4 | 1 | 2 | 2 | 3 | 8 | 0.7 | 1.4
CC(NC(=O)COc1ccccc1Cl)c1ccccc1 (stereo not drawn) is listed as 1 | 2.1 | 0.2 | 3 | 1 | 3 | -4 | 1 | -3 | 0.2 | 0.8
